# TbHK1 inh = blocks Trypanosoma brucei hexokinase 1 activity; recombinant TbHK1, G6PDH-coupled NADH A340; inhibition, % at 10 µM; actives 0.11% (n = 220,000);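 active = inhibition of 50% or more in the single-dose primary screen; inactive = inhibition below 50%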
# Runt-SMMHC FRET = Runt domain-CBFb-SMMHC interaction inhibition; Q01196+Q13951; Cerulean-Runt/Venus-CBFb-SMMHC FRET ratio 530/480, 1 h; inhibition, % at 20 µM; actives 0.74% (n = 220,000);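 active = mean inhibition across duplicate retests at 20 µM reaching about 50%, limit read from the data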;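 also: 0% = DMSO wells and 100% = wells with excess untagged CBFb-SMMHC; inhibitors lower the FRET ratio by blocking Runt binding to CBFb-SMMHC; some results filed as inactive read as strong as hits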
# p97 inhibitor = human p97 ATPase inhibition; actives 0.42% (n = 220,000); inhibition, % at 8 µM; P55072; recombinant p97 ATPase, Kinase-Glo ATP luminescence, 3 h; in the data active = inhibition above about 15%;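 also: 0% = DMSO vehicle and 100% = wells lacking enzyme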
# Runt-CBFb FRET = inhibitors of human RUNX1 Runt domain binding to CBFb; AID 1496; Q01196+Q13951; inhibition, % at 20 µM; Cerulean-Runt/Venus-CBFb FRET ratio 530/480, 1 h; actives 0.46% (n = 220,000);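 active = inhibition over about 50% at 20 µM in the single-dose screen, limit read from the data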;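 also: 0% = DMSO wells and 100% = excess unlabeled CBFb competitor control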
#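 Measured by: fluorescence energy transfer, 422 nm excitation, 530/480 nm emission; test system: Cerulean-tagged RUNX1 Runt domain (FRET donor) fusion protein; buffer or medium: Tris pH 7.5 buffer with BSA; compound: one dose, 20 µM compound, 1% DMSO; times: two 1 h room-temperature incubations shielded from light; benchmarks: unlabeled CBFb 5 µM, positive control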
# EBV gp42 block = EBV gp42 inhibition | AID 1085 | actives 0.42% (n = 220,000) | Fluorescence polarization binding assay, mP read-out | inhibition, % (tested at 21.74 µM); in the data active = inhibition above about 50%
# RBBP9 inh = blocks human serine hydrolase RBBP9 | actives 0.2% (n = 220,000) | recombinant RBBP9, FP-Rh probe fluorescence polarization | AID 1515 | O75884 | inhibition, % at 7.94 µM;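 active = inhibition above the campaign mean of all tested compounds plus 3 SD, cut at about 14% in these data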;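 also: plate controls were DMSO wells with RBBP9 for no effect and wells lacking RBBP9 protein for full effect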
# Target sequence (O75884 whole entry, looked up): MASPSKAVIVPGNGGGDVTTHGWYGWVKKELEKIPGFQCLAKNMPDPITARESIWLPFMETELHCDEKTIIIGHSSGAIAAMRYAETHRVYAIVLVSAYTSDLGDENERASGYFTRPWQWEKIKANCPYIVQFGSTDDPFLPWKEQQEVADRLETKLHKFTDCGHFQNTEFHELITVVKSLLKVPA
#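 system = RBBP9 protein | input = RBBP9 at 2.5 µM in dispensed solution, before mixing | measured by = fluorescence polarization (mP), excitation 525 nm, emission 598 nm | incubation = enzyme-compound preincubation 30 min, then probe labeling 45 min, 25 °C | buffer or medium = Tris-NaCl-Pluronic buffer, pH 8.0 | compound = single dose 7.94 µM | also added = FP-Rh probe, 375 nM dispensing solution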
# NCF1 inh = inhibitors of human p47phox binding | AID 1274 | inhibition, % at 24.7 µM | p47phox/p22phox peptide binding, fluorescence polarization, 2 h | P14598 | actives 0.53% (n = 220,000);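 active = inhibition above about 30%, limit read from the data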;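 also: 0% = p47phox with labelled peptide and 100% = labelled peptide alone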
# m-calpain inh = blocks pig calpain II enzyme activity; purified calpain II, fluorogenic peptide substrate, 30 min; inhibition, % at 16 µM; actives 0.37% (n = 220,000); AID 1236;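 active = inhibition above about 50%, limit read from the data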
# Furin inhibitor = blocks human furin protease activity. P09958. purified furin, fluorogenic substrate cleavage. inhibition, % at 30 µM. actives 0.061% (n = 220,000); in the data active = inhibition above about 25%; also: inactives centre near -15
# Target sequence (P09958 108-714 limits assumed): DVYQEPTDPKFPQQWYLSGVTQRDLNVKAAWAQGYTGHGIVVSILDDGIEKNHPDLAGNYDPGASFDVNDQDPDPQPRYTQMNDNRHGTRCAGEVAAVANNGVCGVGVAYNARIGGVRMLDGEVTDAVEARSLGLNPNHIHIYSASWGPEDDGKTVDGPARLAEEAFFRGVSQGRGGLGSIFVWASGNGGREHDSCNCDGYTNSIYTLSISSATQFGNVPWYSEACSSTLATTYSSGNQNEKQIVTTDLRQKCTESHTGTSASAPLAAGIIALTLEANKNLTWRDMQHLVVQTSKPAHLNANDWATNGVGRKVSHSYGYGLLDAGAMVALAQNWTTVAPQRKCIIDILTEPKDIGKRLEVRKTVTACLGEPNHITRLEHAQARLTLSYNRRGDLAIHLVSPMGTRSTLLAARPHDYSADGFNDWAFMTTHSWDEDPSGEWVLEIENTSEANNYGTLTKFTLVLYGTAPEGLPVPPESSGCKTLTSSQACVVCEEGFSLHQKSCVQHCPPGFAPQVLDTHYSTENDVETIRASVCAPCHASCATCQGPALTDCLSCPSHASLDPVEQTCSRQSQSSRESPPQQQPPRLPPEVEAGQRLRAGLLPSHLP
# The depositor's hits bear a star; . = not tested or not shown; [ ] = another dose, or the depositor's remark.
# Second line of a record: TbHK1 inh | Runt-SMMHC FRET | p97 inhibitor | Runt-CBFb FRET | EBV gp42 block | RBBP9 inh | NCF1 inh | m-calpain inh | Furin inhibitor
COc1ccc(C2SCC(=O)N2c2nnc(C34CC5CC(CC(C5)C3)C4)s2)cc1 (stereo not given)
 : 34 | -1 | -3 | 5 | 5 | -14 | -2 | 28 | -8
O=C(CCN1C(=O)COc2ccccc21)NCCN1CCc2ccccc2C1
 : -3 | 3 | 4 | -2 | 8 | -2 | -6 | -3 | -14
Cc1cc(C(=O)N2CCN(c3ccccn3)CC2)c(C)o1
 : -2 | -8 | -3 | 0 | . | -10 | . | . | -3
COc1ccc(NC(=O)CSc2nnc(-c3ccccn3)n2-c2ccccc2)cc1OC
 : -1 | -1 | 1 | 2 | -11 | -1 | -4 | 4 | -1[20 µM]
O=C(CN1NS(=O)(=O)c2ccccc2C1=O)Nc1ccccc1OC(F)F
 : -13 | -1 | -3 | 1 | 2 | 5 | -4 | 13 | -14[20 µM]
CCOc1ccccc1NC(=O)N1CCC(n2nnc3cc(C)ccc32)CC1
 : -1 | 1 | -1 | 0 | -22 | -8 | -3 | 12 | -3
CN1CC(=O)N(CC(=O)Nc2ccc(N(C)C)cc2)c2ccccc2C1=O
 : 1 | 2 | 4 | 7 | -6 | 1 | -7 | 9 | -13[20 µM]
CCn1c(SCC(=O)Nc2cc(C)on2)nnc1-c1ccc(S(=O)(=O)N2CCCC2)cc1
 : 11 | 2 | -5 | 0 | -13 | -17 | 0 | -27 | -1
Cc1ccc2c(C(=O)CN3CCCC3)c(C)[nH]c2c1
 : -9 | -5 | 6 | -3 | -2 | -8 | -16 | 0 | -21
CC1CCCC(C)N1C(=O)COc1ccc(-c2nnco2)cc1 (stereo not given)
 : 0 | 4 | 5 | 2 | -10 | -6 | -8 | -3 | -24
Cc1ccc(-c2nn3c(C)nnc3c3ccccc23)cc1S(=O)(=O)NCCN1CCOCC1
 : -2 | -6 | 5 | . | -22 | -4 | -4 | 4 | -29[20 µM]
CN(c1ccc2nc3ccccc3c(=O)n2n1)C1CCCCC1
 : -9 | -4 | -15 | . | 0 | -6 | -12 | -11 | -24
COc1ccc(CNC(=O)C(c2ccncc2)N(C(=O)Cc2cccs2)c2ccccc2C)cc1 (stereo not given)
 : -1 | 3 | 2 | -3 | -4 | -6 | -19 | -42 | -13[20 µM]
C/C(=N\NC(=O)NC1CCCCC1)C1CCCCC1
 : 7 | 0 | 1 | 0 | -13 | -2 | -5 | 17 | -29
Cc1ccc(/C=C/C(=O)O)cc1S(=O)(=O)NCCCO
 : 3 | 0 | 2 | 0 | -2 | -5 | -8 | 38 | -30[20 µM]
Cc1cc(C(=O)NCc2cccnc2)n(-c2ccccc2)n1
 : 0 | 2 | -3 | -2 | -8 | -6 | -13 | -12 | -12
OCCN(CCO)CC(O)COc1ccc2c(c1)OCO2 (stereo not given)
 : -5 | 0 | 4 | -2 | -17 | 6 | -8 | 4 | -8[20 µM]
CC(=O)C1C(=O)c2c(cccc2[N+](=O)[O-])C1=Nc1cccc(Cl)c1 (stereo not given)
 : -32 | -4 | 5 | 20 | -9 | 8 | -9 | 2 | -2
O=C(CSc1ncn(-c2ccccc2)n1)Nc1nc2ccccc2s1
 : 5 | -3 | 2 | 4 | -14 | -9 | -21 | 33 | -16[20 µM]
C/C(=N\NC(=O)C(=O)Nc1c(C)n(C)n(-c2ccccc2)c1=O)c1ccc(Cl)s1
 : -38 | 0 | 6 | 1 | -18 | -5 | 1 | 22 | -5
Cc1cc(C)n2nc(C(=O)N/N=C/c3ccc(O)cc3)nc2n1
 : -40 | . | 3 | . | -3 | 5 | 5 | -24 | -7
COc1cccc2cc(S(=O)(=O)c3ccccc3)c(=Nc3ccc4c(c3)OCCO4)oc12
 : 5 | -13 | 3 | -3 | -19 | -4 | -7 | -8 | -7
Cc1cc(C)n(-c2nncn2NC(=O)c2ccc(Cl)cc2O)n1
 : -15 | -5 | 3 | 0 | -25 | 2 | -14 | -12 | -2
CC1(C)CC(CCNS(=O)(=O)c2ccccc2)(c2ccccc2)CCO1 (stereo not given)
 : 4 | 7 | -5 | -4 | -14 | -5 | 0 | 5 | -23
COc1ccc(CN2CCCC(C(=O)c3cccc(C(F)(F)F)c3)C2)cc1O (stereo not given)
 : 6 | 2 | -5 | 3 | -8 | -3 | -8 | 12 | -17
COc1ccccc1CC(=O)Nc1cccc(F)c1
 : 0 | 3 | 2 | . | -6 | -5 | -3 | -9 | -19
COC(=O)c1ccc(Cn2cnc3c(cnn3-c3ccc(F)cc3)c2=O)o1
 : 4 | 9 | -10 | 0 | -1 | -5 | -5 | 10 | -2
COc1cc(/C=C(\C#N)c2[nH]nc(N)c2C#N)cc(OC)c1O
 : 1 | -76 | 9 | -49 | -54 | 10 | -68 | -26 | -11[20 µM]

# Already shown: an excerpt of the list.
# Second line of a record: TbHK1 inh | Runt-SMMHC FRET | p97 inhibitor | Runt-CBFb FRET | EBV gp42 block | RBBP9 inh | NCF1 inh | m-calpain inh | Furin inhibitor
Cc1cc(C(=O)NCc2cccnc2)n(-c2ccccc2)n1
 : 0 | 2 | -3 | -2 | -8 | -6 | -13 | -12 | -12
OCCN(CCO)CC(O)COc1ccc2c(c1)OCO2 (stereo not given)
 : -5 | 0 | 4 | -2 | -17 | 6 | -8 | 4 | -8[20 µM]
CC(=O)C1C(=O)c2c(cccc2[N+](=O)[O-])C1=Nc1cccc(Cl)c1 (stereo not given)
 : -32 | -4 | 5 | 20 | -9 | 8 | -9 | 2 | -2
O=C(CSc1ncn(-c2ccccc2)n1)Nc1nc2ccccc2s1
 : 5 | -3 | 2 | 4 | -14 | -9 | -21 | 33 | -16[20 µM]
C/C(=N\NC(=O)C(=O)Nc1c(C)n(C)n(-c2ccccc2)c1=O)c1ccc(Cl)s1
 : -38 | 0 | 6 | 1 | -18 | -5 | 1 | 22 | -5
Cc1cc(C)n2nc(C(=O)N/N=C/c3ccc(O)cc3)nc2n1
 : -40 | . | 3 | . | -3 | 5 | 5 | -24 | -7
COc1cccc2cc(S(=O)(=O)c3ccccc3)c(=Nc3ccc4c(c3)OCCO4)oc12
 : 5 | -13 | 3 | -3 | -19 | -4 | -7 | -8 | -7
Cc1cc(C)n(-c2nncn2NC(=O)c2ccc(Cl)cc2O)n1
 : -15 | -5 | 3 | 0 | -25 | 2 | -14 | -12 | -2
CC1(C)CC(CCNS(=O)(=O)c2ccccc2)(c2ccccc2)CCO1 (stereo not given)
 : 4 | 7 | -5 | -4 | -14 | -5 | 0 | 5 | -23
COc1ccc(CN2CCCC(C(=O)c3cccc(C(F)(F)F)c3)C2)cc1O (stereo not given)
 : 6 | 2 | -5 | 3 | -8 | -3 | -8 | 12 | -17
COc1ccccc1CC(=O)Nc1cccc(F)c1
 : 0 | 3 | 2 | . | -6 | -5 | -3 | -9 | -19
COC(=O)c1ccc(Cn2cnc3c(cnn3-c3ccc(F)cc3)c2=O)o1
 : 4 | 9 | -10 | 0 | -1 | -5 | -5 | 10 | -2
COc1cc(/C=C(\C#N)c2[nH]nc(N)c2C#N)cc(OC)c1O
 : 1 | -76 | 9 | -49 | -54 | 10 | -68 | -26 | -11[20 µM]

# Screens deposited in PubChem BioAssay by several laboratories.

# Compounds were not picked by outcome. Share with any hit: about 2.7%.
